Source: PubChem (several laboratories)
PLC-beta3 inh: inhibitors of human phospholipase C beta3 | Purified PLC-beta3, fluorogenic substrate, fluorescence | inhibition, % at 12.2 µM | hit rate 0.18% among 370,000; in the data active = inhibition above about 11%;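 note: 0% = median of compound wells on plate and 100% = full blocker control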
ssDAF12 agonist: activators of S. stercoralis DAF-12 nuclear receptor | HEK293 ssDAF-12/GRIP1 lit1-tk-luc reporter, luminescence; % of 3 µM dafachronic acid response | activation, % at 6.8 µM | hit rate 1% among 370,000 | AID 652126;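 active = activation above the mean over all tested compounds plus 3 SD, cut at about 0.9% in these data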;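 note: 0% = DMSO-only wells and 100% = 3 µM delta7-dafachronic acid wells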
ADAM17 inh: inhibitors of human ADAM17; P78536; recombinant ADAM17, EDANS/DABCYL FRET peptide cleavage; inhibition, % at 6.95 µM; hit rate 0.83% among 370,000; AID 720648;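 active = inhibition above the mean of compounds lying between control limits plus 3 SD, set per campaign, cut at about 8.5% in these data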;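 note: 0% = DMSO-only wells as the low control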
SMARCA2 activ: increases SMARCA2 function in MMTV reporter cells; activation, % at 9.1 µM; hit rate 1% among 370,000; MG213 cells, MMTV-luciferase reporter, dexamethasone, overnight; AID 652017; in the data active = activation above about 7.8%;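 note: 0% = vehicle wells and 100% = reference activator wells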
PLCg1 inh: PLC-gamma1 (human) inhibition, primary screen; AID 720700; inhibition, % at 12.2 µM; hit rate 0.84% among 370,000; P19174; purified PLC-gamma1, fluorogenic substrate, fluorescence; in the data active = inhibition above about 9.5%
DAX1 inh-1: NR0B1 (DAX1) inhibition; P51843; AID 504766; hit rate 0.99% among 340,000; HEK293 Gal4-DAX1 luciferase reporter, luminescence; inhibition, % at 6.75 µM;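 active = inhibition above the mean over all tested compounds plus 3 SD, cut at about 4.2% in these data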;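 note: 0% = DAX1-transfected cells with DMSO and 100% = empty-vector control cells with DMSO; inhibition shows as a rise in luminescence from relieved DAX1 repression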
Target sequence (P51843 207-470 limits assumed): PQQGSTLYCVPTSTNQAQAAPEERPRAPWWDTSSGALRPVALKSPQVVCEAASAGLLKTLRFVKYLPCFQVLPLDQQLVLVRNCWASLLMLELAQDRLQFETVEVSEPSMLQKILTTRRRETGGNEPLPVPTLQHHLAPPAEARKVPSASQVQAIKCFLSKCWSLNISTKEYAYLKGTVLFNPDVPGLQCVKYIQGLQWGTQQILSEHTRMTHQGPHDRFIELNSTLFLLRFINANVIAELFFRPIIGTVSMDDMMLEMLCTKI
DAX1 inh-2: inhibitors of DAX1 repression of SF-1 activated StAR promoter. HEK293T StAR-luciferase reporter, SF-1/DAX-1 repression relief. AID 652010. inhibition, % at 6.8 µM. hit rate 1.1% among 370,000;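 active = inhibition above the mean over all tested compounds plus 3 SD, cut at about 3.6% in these data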;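 note: 0% = DAX-1 cells with DMSO and 100% = cells lacking DAX-1 with DMSO; higher inhibition means more luminescence from relief of DAX-1 repression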
hcDAF-12 act: H. contortus DAF-12 activation, primary screen; HEK293 hcDAF-12 lit1-tk-luc reporter, luminescence; 0% DMSO, 100% Δ7-dafachronic acid; activation, % at 6.8 µM; hit rate 1.4% among 370,000;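 active = activation above the mean of all tested compounds plus 3 SD, cut at about 5.5% in these data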;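 note: 100% = response to 3 µM Δ7-dafachronic acid high control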
Rev-erbA mod: Rev-erb alpha (human) modulation | P20393 | Rev-erbα–FITC-DNA binding, fluorescence polarization, 90 min | activity, % at 10 µM | hit rate 0.79% among 370,000 | AID 1259318;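 active = activity above about 14%, limit read from the data; passing the limit was not always enough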;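 note: 0% = DMSO wells with 35 nM protein and 100% = DMSO wells with 750 nM protein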
Target sequence (P20393 whole entry, looked up): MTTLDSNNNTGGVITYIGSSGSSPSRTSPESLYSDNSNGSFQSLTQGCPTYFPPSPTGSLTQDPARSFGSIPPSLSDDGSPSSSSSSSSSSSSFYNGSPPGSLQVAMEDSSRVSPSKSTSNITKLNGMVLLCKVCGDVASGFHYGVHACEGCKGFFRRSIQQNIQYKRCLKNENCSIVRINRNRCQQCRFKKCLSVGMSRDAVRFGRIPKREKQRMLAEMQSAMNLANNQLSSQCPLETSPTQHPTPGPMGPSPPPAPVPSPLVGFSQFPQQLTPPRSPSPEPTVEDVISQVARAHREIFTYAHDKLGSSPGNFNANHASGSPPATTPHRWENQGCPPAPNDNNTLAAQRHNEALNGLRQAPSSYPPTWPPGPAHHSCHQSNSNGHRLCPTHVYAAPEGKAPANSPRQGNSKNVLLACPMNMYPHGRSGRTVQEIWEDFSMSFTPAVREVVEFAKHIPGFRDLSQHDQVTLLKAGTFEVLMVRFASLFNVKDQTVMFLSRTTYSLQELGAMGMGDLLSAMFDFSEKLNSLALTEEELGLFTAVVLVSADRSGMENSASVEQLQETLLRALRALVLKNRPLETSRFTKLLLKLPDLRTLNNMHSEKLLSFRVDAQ
hgDAF-12 ag: agonists of H. glycines DAF-12 nuclear receptor; HEK293 GAL4-hgDAF12 UAS-luciferase reporter, agonist luminescence; normalized to butyrate control; activation, % at 6.8 µM; hit rate 1.8% among 370,000; AID 687014;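 active = activation above a cutoff set at the mean of all screened compounds plus 3 SD, cut at about 10% in these data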;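 note: 0% = DMSO wells and 100% = sodium butyrate wells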
MBD2 inh: inhibitors of human MBD2 binding to methylated oligonucleotide | hit rate 0.31% among 370,000 | inhibition, % at 4.4 µM | TR-FRET; in the data active = inhibition above about 13%
Starred values were filed as active, the others as inactive.

Results for COc1cc(C(=O)NCC(C)C)c([N+](=O)[O-])cc1OC ?
PLC-beta3 inh: 2; ssDAF12 agonist: -1.5; ADAM17 inh: 3; SMARCA2 activ: -2; PLCg1 inh: 4; DAX1 inh-1: -0.2; DAX1 inh-2: 0.2; hcDAF-12 act: -1.4; Rev-erbA mod: -4; hgDAF-12 ag: -2.0; MBD2 inh: -3

What do the screens show for `CCCS(=O)(=O)N1CCC(C(=O)NCC2CCCO2)CC1` (centres undefined)?
PLC-beta3 inh: 0; ssDAF12 agonist: -1.4; ADAM17 inh: -3; SMARCA2 activ: 1; PLCg1 inh: -1; DAX1 inh-1: 0.2; DAX1 inh-2: -0.2; hcDAF-12 act: -1.0; Rev-erbA mod: 1; hgDAF-12 ag: 0.9; MBD2 inh: 3

What do the screens show for `CN1c2ccccc2SC2C(c3ccccc3)=NOC21` (centres undefined)?
PLC-beta3 inh: 1; ssDAF12 agonist: -1.0; ADAM17 inh: 2; SMARCA2 activ: 1; PLCg1 inh: 2; DAX1 inh-2: 0.7; hcDAF-12 act: -0.4; Rev-erbA mod: -1; hgDAF-12 ag: -1.2; MBD2 inh: -6

Results for O=C(CSc1nncn1-c1cccnc1)N1CCOCC1 ?
PLC-beta3 inh: -4; ssDAF12 agonist: -0.1; ADAM17 inh: -2; SMARCA2 activ: -1; PLCg1 inh: 0; DAX1 inh-1: -1.1; DAX1 inh-2: -0.1; hcDAF-12 act: 2.3; Rev-erbA mod: 1; hgDAF-12 ag: -2.5; MBD2 inh: 2

How did c1ccc(C2C3=C(CCCC3)Nc3ncnn32)cc1 (centres undefined) do in these assays?
PLC-beta3 inh: -9; ssDAF12 agonist: -1.7; ADAM17 inh: -9; SMARCA2 activ: -1; PLCg1 inh: -7; DAX1 inh-1: 0.2; DAX1 inh-2: 0.6; hcDAF-12 act: -1.1; Rev-erbA mod: -1; hgDAF-12 ag: 0.1; MBD2 inh: -2

How did COc1cccc(CNS(=O)(=O)c2cc(-c3cc(C)no3)ccc2C(C)C)c1 do in these assays?
PLC-beta3 inh: -8; ssDAF12 agonist: -0.4; ADAM17 inh: 7; SMARCA2 activ: -3; PLCg1 inh: 1; DAX1 inh-1: -0.3; DAX1 inh-2: -0.2; hcDAF-12 act: -4.0; Rev-erbA mod: -1; hgDAF-12 ag: -0.7; MBD2 inh: -8

How did Cc1noc(C)c1NC(=O)Nc1ccc2c(c1)C(=O)N([C@H](C)CO)C[C@H](C)[C@@H](CN(C)C(=O)NC1CCCCC1)O2 do in these assays?
PLC-beta3 inh: 5; ssDAF12 agonist: -1.0; ADAM17 inh: 1; SMARCA2 activ: 0; PLCg1 inh: 0; DAX1 inh-1: 1.3; DAX1 inh-2: -0.2; hcDAF-12 act: -1.0; Rev-erbA mod: -4; hgDAF-12 ag: -0.3; MBD2 inh: 2

How did O=C1CCC(c2ccccc2)N1C(=O)c1cccnc1 (centres undefined) do in these assays?
PLC-beta3 inh: 4; ssDAF12 agonist: -0.4; ADAM17 inh: 3; SMARCA2 activ: -1; PLCg1 inh: 5; DAX1 inh-1: 0.6; DAX1 inh-2: -0.2; hcDAF-12 act: 0.7; Rev-erbA mod: 0; hgDAF-12 ag: 1.2; MBD2 inh: -1

Results for O=C(COC(=O)c1ccc(S(=O)(=O)NCc2ccco2)cc1)NCC1CCCCC1 ?
PLC-beta3 inh: 3; ssDAF12 agonist: -1.1; ADAM17 inh: 0; SMARCA2 activ: 2; PLCg1 inh: 7; DAX1 inh-1: 1.5; DAX1 inh-2: 1.0; hcDAF-12 act: 1.1; Rev-erbA mod: -8; hgDAF-12 ag: 0.5; MBD2 inh: -6

Results for O=C(c1cc(Br)ccc1O)N1CCN(S(=O)(=O)Cc2ccccc2)CC1 ?
PLC-beta3 inh: -9; ssDAF12 agonist: -1.4; ADAM17 inh: -1; SMARCA2 activ: -4; PLCg1 inh: 4; DAX1 inh-1: -0.2; DAX1 inh-2: -3.4; hcDAF-12 act: -1.6; Rev-erbA mod: -9; hgDAF-12 ag: -3.5; MBD2 inh: -3

Results for CC1(C(=O)NS(=O)(=O)C2CC2)CCN(C(=O)c2ccc3ccccc3n2)C1 (centres undefined) ?
PLC-beta3 inh: 1; ssDAF12 agonist: -1.2; ADAM17 inh: -6; SMARCA2 activ: -1; PLCg1 inh: 0; DAX1 inh-2: 0.1; hcDAF-12 act: -1.3; Rev-erbA mod: -2; hgDAF-12 ag: 1.0; MBD2 inh: 2

Results for Clc1ccc(-c2nnc3cccc(Cl)n23)c(Cl)c1 ?
PLC-beta3 inh: 1; ssDAF12 agonist: -0.3; ADAM17 inh: 2; SMARCA2 activ: 0; PLCg1 inh: 5; DAX1 inh-1: -1.3; DAX1 inh-2: -0.2; hcDAF-12 act: -1.0; Rev-erbA mod: -2; hgDAF-12 ag: 0.2; MBD2 inh: -1

Results for O=C(COc1cccc2cccnc12)N/N=C1\SCC(=O)N1CCc1ccccc1 ?
PLC-beta3 inh: -2; ssDAF12 agonist: -1.3; ADAM17 inh: -4; SMARCA2 activ: -2; PLCg1 inh: -3; DAX1 inh-1: 0.1; DAX1 inh-2: 0.0; hcDAF-12 act: -1.2; Rev-erbA mod: -4; hgDAF-12 ag: 1.0; MBD2 inh: 3

What do the screens show for `COc1ccc(NC(=O)c2c(Cl)cnn2C)c(C)c1`?
PLC-beta3 inh: 1; ssDAF12 agonist: -1.0; ADAM17 inh: -3; SMARCA2 activ: 2; PLCg1 inh: -2; DAX1 inh-1: -1.1; DAX1 inh-2: -0.1; hcDAF-12 act: -0.7; Rev-erbA mod: -3; hgDAF-12 ag: -2.9; MBD2 inh: -2

What do the screens show for `COc1ccc(C(=O)N(CC2CCCO2)C(C(=O)NC2CCCC2)c2ccc(C)cc2)cc1OC` (centres undefined)?
PLC-beta3 inh: 2; ssDAF12 agonist: -1.2; ADAM17 inh: 1; SMARCA2 activ: 2; PLCg1 inh: 0; DAX1 inh-1: -0.8; DAX1 inh-2: 0.0; hcDAF-12 act: -1.6; Rev-erbA mod: -5; hgDAF-12 ag: -1.6; MBD2 inh: 6

3 compounds out of the list, arranged by count of non-hydrogen atoms, largest number first.
Results for O=C(COC(=O)c1ccc(S(=O)(=O)NCc2ccco2)cc1)NCC1CCCCC1 ?
PLC-beta3 inh: 3; ssDAF12 agonist: -1.1; ADAM17 inh: 0; SMARCA2 activ: 2; PLCg1 inh: 7; DAX1 inh-1: 1.5; DAX1 inh-2: 1.0; hcDAF-12 act: 1.1; Rev-erbA mod: -8; hgDAF-12 ag: 0.5; MBD2 inh: -6

Results for O=C(CSc1nncn1-c1cccnc1)N1CCOCC1 ?
PLC-beta3 inh: -4; ssDAF12 agonist: -0.1; ADAM17 inh: -2; SMARCA2 activ: -1; PLCg1 inh: 0; DAX1 inh-1: -1.1; DAX1 inh-2: -0.1; hcDAF-12 act: 2.3; Rev-erbA mod: 1; hgDAF-12 ag: -2.5; MBD2 inh: 2

How did O=C1CCC(c2ccccc2)N1C(=O)c1cccnc1 (centres undefined) do in these assays?
PLC-beta3 inh: 4; ssDAF12 agonist: -0.4; ADAM17 inh: 3; SMARCA2 activ: -1; PLCg1 inh: 5; DAX1 inh-1: 0.6; DAX1 inh-2: -0.2; hcDAF-12 act: 0.7; Rev-erbA mod: 0; hgDAF-12 ag: 1.2; MBD2 inh: -1

(cont.)
How did COc1cc(Cl)c(C)cc1NC(=O)CSC1=NCCS1 do in these assays?
PLC-beta3 inh: -6; ssDAF12 agonist: -1.4; ADAM17 inh: 2; SMARCA2 activ: -2; PLCg1 inh: 3; DAX1 inh-1: 0.5; DAX1 inh-2: -1.7; hcDAF-12 act: 0.1; Rev-erbA mod: 6; hgDAF-12 ag: -0.2; MBD2 inh: 0

How did Cc1cccnc1NC(=O)CCc1nnc2ccc(NCc3ccco3)nn12 do in these assays?
PLC-beta3 inh: -13; ssDAF12 agonist: -0.9; ADAM17 inh: -4; SMARCA2 activ: 0; PLCg1 inh: -2; DAX1 inh-1: 0.6; DAX1 inh-2: 0.2; hcDAF-12 act: 4.4; Rev-erbA mod: -6; hgDAF-12 ag: -0.2; MBD2 inh: 7

Results for CC(=O)N(c1ccccc1)c1c(F)c(F)c(F)c(F)c1F ?
PLC-beta3 inh: -3; ssDAF12 agonist: -1.3; ADAM17 inh: -3; SMARCA2 activ: -3; PLCg1 inh: -1; DAX1 inh-1: -0.6; DAX1 inh-2: 0.1; hcDAF-12 act: -1.2; Rev-erbA mod: -5; hgDAF-12 ag: -2.0; MBD2 inh: 2

How did Cc1ccc(-c2csc(N(CCCN(C)C)C(=O)c3ccco3)n2)cc1 do in these assays?
PLC-beta3 inh: -5; ssDAF12 agonist: -1.9; ADAM17 inh: -4; SMARCA2 activ: 4; PLCg1 inh: -2; DAX1 inh-1: -0.7; DAX1 inh-2: -0.1; hcDAF-12 act: -0.4; Rev-erbA mod: 1; hgDAF-12 ag: -3.2; MBD2 inh: -1

Results for Cc1ccc(C(=O)CCC(=O)OCC(=O)N(C)c2c(N)n(Cc3ccccc3)c(=O)[nH]c2=O)cc1 ?
PLC-beta3 inh: -1; ssDAF12 agonist: -0.6; ADAM17 inh: -2; SMARCA2 activ: -1; PLCg1 inh: -3; DAX1 inh-1: -0.2; DAX1 inh-2: -0.2; hcDAF-12 act: 0.2; Rev-erbA mod: 1; hgDAF-12 ag: 0.0; MBD2 inh: 1

What do the screens show for `O=C(COC(=O)c1ccc(F)cc1)Nc1ccccc1N1CCOCC1`?
PLC-beta3 inh: 4; ssDAF12 agonist: -0.9; ADAM17 inh: -2; SMARCA2 activ: 1; PLCg1 inh: -2; DAX1 inh-1: 0.1; DAX1 inh-2: 0.5; hcDAF-12 act: -0.4; Rev-erbA mod: 5; hgDAF-12 ag: 0.8; MBD2 inh: -3

Results for COc1ccc2nc(Nc3nc(C)c(C(C)=O)s3)sc2c1 ?
PLC-beta3 inh: -430; ssDAF12 agonist: -0.5; ADAM17 inh: -20; SMARCA2 activ: 9.7*; PLCg1 inh: -350; DAX1 inh-1: 1.5; DAX1 inh-2: 1.3; hcDAF-12 act: 0.6; Rev-erbA mod: -6; hgDAF-12 ag: 13*; MBD2 inh: -4

How did COc1ccc(/C(C)=N/NC(=O)CNC(=O)COc2ccccc2)c(OC)c1 do in these assays?
PLC-beta3 inh: -7; ssDAF12 agonist: -1.4; ADAM17 inh: -4; SMARCA2 activ: -3; PLCg1 inh: -2; DAX1 inh-1: 0.1; DAX1 inh-2: 0.0; hcDAF-12 act: -1.9; Rev-erbA mod: -2; hgDAF-12 ag: -0.9; MBD2 inh: 1

What do the screens show for `CN(CC1CCOCC1)C(=O)CC1C(=O)NCCN1CC(c1ccccc1)c1ccccc1` (centres undefined)?
PLC-beta3 inh: -23; ssDAF12 agonist: -0.8; ADAM17 inh: -9; SMARCA2 activ: 2; PLCg1 inh: -15; DAX1 inh-1: -0.1; DAX1 inh-2: 1.6; hcDAF-12 act: -1.0; Rev-erbA mod: 0; hgDAF-12 ag: 1.3; MBD2 inh: 1

Results for CCN1C(=NCC(C)C)N[C@@H](c2cccc(C(F)(F)F)c2)C(C(=O)OC)=C1C ?
PLC-beta3 inh: 3; ssDAF12 agonist: -1.0; ADAM17 inh: -3; SMARCA2 activ: 0; PLCg1 inh: 7; DAX1 inh-1: 0.9; DAX1 inh-2: -0.5; hcDAF-12 act: -0.6; Rev-erbA mod: 0; hgDAF-12 ag: -0.9; MBD2 inh: 6
